Screening data deposited in PubChem BioAssay by several laboratories.
tolC growth inh: growth inhibitors of E. coli BW25113 tolC mutant; AID 573; 65,000 compounds, 2.2% hits; OD615; growth inhibition, % at 10 µM (by protocol);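 active = growth inhibition at or above a cutoff equal to the mean over every tested compound plus 3 SD, cut at about 60% in these data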;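 note: growth measured after 20 h incubation at 37 °C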
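test system = E. coli BW25113 ΔtolC::kan bacteria | medium = LB with kanamycin 50 µg/mL | signal = OD at 615 nm | schedule = 37 °C, 20 h exposure | evaluation = % inhibition of E. coli growth | compound dosing = one dose of 10 µM final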
SF1 activator: activators of human nuclear receptor SF-1; 65,000 compounds, 1.9% hits; CHO-K1 Gal4-SF-1 LBD luciferase reporter; % increase over DMSO SF-1-specific signal; Q13285; activation, % at 10 µM; AID 522;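 active = activation above the mean activation of all tested compounds plus 3 SD, cut at about 50% in these data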
Target sequence (Q13285 whole entry, looked up, the tested form may be a part): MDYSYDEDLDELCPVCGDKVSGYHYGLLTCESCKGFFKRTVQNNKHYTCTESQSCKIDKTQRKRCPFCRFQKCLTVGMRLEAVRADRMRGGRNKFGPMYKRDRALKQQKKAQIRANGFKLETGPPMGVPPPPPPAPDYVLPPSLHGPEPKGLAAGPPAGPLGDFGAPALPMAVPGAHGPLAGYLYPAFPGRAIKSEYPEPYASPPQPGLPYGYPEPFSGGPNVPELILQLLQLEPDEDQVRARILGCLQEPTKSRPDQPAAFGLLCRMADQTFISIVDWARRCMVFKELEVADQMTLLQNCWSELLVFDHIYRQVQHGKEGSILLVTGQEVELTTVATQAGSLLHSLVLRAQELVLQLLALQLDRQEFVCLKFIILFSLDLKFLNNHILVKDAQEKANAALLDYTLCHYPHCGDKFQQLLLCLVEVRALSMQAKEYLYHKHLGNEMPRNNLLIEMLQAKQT
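Test system: CHO-K1 cells with Gal4–hSF-1 LBD chimera plus Gal4-driven luciferase; Input: 4,000 cells/well; Compound: 10 µM only; Times: 20 h compound treatment, 37 °C; Measured by: steady-glow luciferase luminescence, read after 15 min reagent incubation; Measure: percent activation versus DMSO; Control set: DMSO and mock-transfected background; Replicates: one test per compound.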
RORA act: activators of human nuclear receptor RORA. P35398. CHO-K1 Gal4-RORA LBD luciferase reporter, luminescence; percent increase over mock-subtracted basal signal. activation, % at 10 µM. 65,000 compounds, 1.5% hits. AID 560;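 active = activation above the mean of all tested compounds plus 3 SD, cut at about 49% in these data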;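 note: 0% = DMSO-treated RORA cells and 100% = added signal equal to DMSO minus mock-transfected cells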
MMP-13 inhibitor: MMP13 (human) collagenase inhibition; 65,000 compounds, 0.07% hits; AID 570; P45452; MMP-13 fTHP FRET cleavage, Mca fluorescence; inhibition, % at 4 µM;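 active = inhibition above the mean of compound-free control plate wells plus 3 SD, cut at about 14% in these data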;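 note: 0% = DMSO wells and 100% = wells with reference MMP-13 inhibitor after basal subtraction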
NADH enzymes: inhibition of NAD/NADH coupling enzymes, library profiling | coupled PK/LDH NADH assays, four targets | IC50, µM (top dose mostly 10 µM), for inactives: at the top dose inhibition | 65,000 compounds, 0.02% hits | AID 774;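 active = single-dose screening hits from any of four coupled enzyme assays that gave an IC50 when retested across doses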;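 note: the DPM-DC format reads NADH fluorescence rather than 340 nm absorbance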
HTR1A agonist: 5-HT1a (human) receptor agonism; activation, % at 10 µM; CHO 5-HT1a Ga15 NFAT-bla reporter, FRET ratio; 0% basal, 100% maximal reference agonist; P08908; 65,000 compounds, 0.56% hits;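 active = activation above the screen-wide mean activation plus 3 SD, cut at about 19% in these data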;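 note: 0% = DMSO wells and 100% = 5-CT at EC100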
Target sequence (P08908 whole entry, looked up): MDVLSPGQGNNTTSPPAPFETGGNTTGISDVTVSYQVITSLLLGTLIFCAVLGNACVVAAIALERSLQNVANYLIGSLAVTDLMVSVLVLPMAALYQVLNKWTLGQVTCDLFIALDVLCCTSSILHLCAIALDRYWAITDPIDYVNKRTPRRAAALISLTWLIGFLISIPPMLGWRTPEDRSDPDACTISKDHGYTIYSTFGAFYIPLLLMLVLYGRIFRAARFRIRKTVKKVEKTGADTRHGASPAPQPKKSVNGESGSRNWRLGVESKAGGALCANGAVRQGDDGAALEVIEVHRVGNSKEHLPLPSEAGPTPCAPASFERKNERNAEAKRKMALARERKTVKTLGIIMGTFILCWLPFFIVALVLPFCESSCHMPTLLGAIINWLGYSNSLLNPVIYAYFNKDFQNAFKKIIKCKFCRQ
HTR1E agonist: activates the human 5-HT1E serotonin receptor; P28566; CHO 5-HT1E Ga15 NFAT-bla reporter, FRET; 0% DMSO wells, 100% control agonist wells; activation, % at 6 µM; 65,000 compounds, 0.69% hits; AID 574;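 active = activation above a set limit, the screen-wide mean activation plus 3 SD, cut at about 8.5% in these data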;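 note: 100% = positive control agonist at 1 µM giving full maximal response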
5-HT1A blocker: 5-HT1a (human) receptor antagonism; inhibition, % at 10 µM; 62,000 compounds, 0.68% hits; CHO 5-HT1a Ga15 NFAT-bla reporter, antagonist mode; P08908; AID 612;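 active = inhibition above the mean of all tested compounds plus 3 SD, cut at about 43% in these data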;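 note: receptor stimulated by 5-CT agonist at 100 nM near EC80; beta-lactamase reporter measured by ratiometric fluorescence of a cleavable substrate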
HTR1E antagonist: blocks the human 5-HT1E serotonin receptor. P28566. CHO 5-HT1E Ga15 NFAT-bla reporter, FRET, antagonist. inhibition, % at 6 µM. 65,000 compounds, 0.99% hits. AID 571;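 active = inhibition above a set limit, the mean inhibition across every tested compound plus 3 SD, cut at about 29% in these data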;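 note: signal is the 460 over 535 nm emission ratio of beta-lactamase substrate; 0% = agonist plus DMSO wells and 100% = wells without agonist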
Starred values were filed as active, the others as inactive; . = not tested or not shown; [ ] = another dose, or the depositor's remark. An unsorted share of the library (roughly 7.2% active in at least one column).

no. | molecule | HTR1E agonist | tolC growth inh | RORA act | MMP-13 inhibitor | HTR1A agonist | SF1 activator | 5-HT1A blocker | HTR1E antagonist | NADH enzymes
1 | Cc1cc2c(cc(C(=O)N3CCC(C(=O)NC4CCCC4)CC3)n2Cc2c(F)cccc2Cl)o1 | 0.5 | 25.8 | -1.1 | 6.4 | -1.0 | -16.3 | -12.8 | -0.6 | 9.0%
2 | O=C(NC1CCCCC1)N1CCCCCCC1 | 0.9 | 6.9 | 3.6 | -1.3 | -4.0 | 1.1 | -4.0 | 0.3 | 5.0%
3 | Cc1cccc(-n2c(C)nc3c(cnn3-c3ccc(F)cc3)c2=O)c1 | -0.9 | 8.8 | -25.8 | 2.5 | 0.7 | -3.9 | 21.5 | 14.1 | 7.0%
4 | CS(=O)(=O)N1CCC(C(=O)Nc2cccc(C(F)(F)F)c2)CC1 | -0.8 | 8.0 | 21.8 | 0.6 | 0.7 | 21.4 | -0.5 | 4.5 | 3.0%
5 | CN(C)CCNC(=O)NC1CCCCC1 | -0.3 | -17.8 | 23.2 | 0.9 | -2.8 | -11.8 | 0.0 | 0.3 | 1.0%
6 | CCCCN1CCc2c([nH]c3c(C)cccc23)C1=O | 1.7 | 4.6 | 28.4 | 1.0 | 1.3 | 37.3 | 15.4 | -1.6 | 4.0%
7 | CC(=O)Nc1ccc(S(=O)(=O)N2CCC(NC(C)=O)(c3cccc(F)c3)CC2)cc1 | -1.3 | -18.8 | -25.9 | 3.8 | -0.8 | -10.4 | -2.2 | 8.7 | 3.0%
8 | COC(=O)CC1C(=O)NCCN1C(=O)CSc1nnc(Nc2ccc(OC)cc2)s1 (centres undefined) | -0.1 | -12.5 | 5.9 | -6.0 | -1.4 | -9.9 | 2.1 | 0.2 | 8.0%
9 | COc1ccc(N(CN2C(=O)C3C4C=CC(C4)C3C2=O)C(=O)c2ccco2)cc1 (centres undefined) | -0.5 | 5.6 | -24.4 | 0.5 | -2.1 | -14.7 | . | 4.5 | 3.0%
10 | Cc1ccc(S(=O)(=O)Nn2c(C)nnc2-n2nc(C)cc2C)cc1 | 0.2 | -21.7 | -6.1 | 2.2 | -2.5 | -0.5 | -9.1 | -13.8 | 6.0%
11 | O=C(COC(=O)c1cccc(S(=O)(=O)N2CCc3ccccc3C2)c1)NCc1ccco1 | -0.2 | 6.8 | -5.8 | 4.3 | -1.1 | -2.5 | 2.2 | -5.4 | 5.0%
12 | Cc1nc(C)c(C(=O)Nc2ccc(C)c(F)c2)o1 | -0.3 | -12.0 | 15.8 | 4.1 | -1.8 | -0.8 | 5.2 | 3.0 | 11.0%
13 | CCCC(=O)N1c2ccc(-c3csc(N)n3)cc2CC1C (centres undefined) | -1.1 | 8.4 | 23.2 | -3.6 | 1.1 | 34.4 | 5.3 | 5.4 | 5.0%
14 | COC(=O)c1[nH]c2cccc(OC)c2c1NC(=O)CN1CC2(C)CC1CC(C)(C)C2 (centres undefined) | 0.1 | 61.9* | 12.0 | -25.0 | -0.3 | -1.8 | 16.4 | 9.4 | 6.0%
15 | CCOc1ccccc1NC(=O)CN(c1cc(C)cc(C)c1)S(=O)(=O)c1c(C)noc1C | -0.2 | -7.7 | -4.2 | -3.5 | 0.9 | 18.8 | 3.0 | -9.5 | 9.0%
16 | C=C(C)COc1ccc(-c2[nH]ncc2-c2ccccc2OC)c(O)c1 | 0.5 | 37.5 | 21.1 | 0.3 | -3.8 | 4.8 | 15.6 | -2.5 | 5.0%
17 | CCCN(CCC)S(=O)(=O)c1cc(Br)cc2c1N(C(=O)CC)CC2 | -1.0 | 23.5 | -13.1 | -0.2 | 1.2 | 11.8 | -14.8 | 8.4 | 5.0%
18 | O=C(Nc1c2c(nn1-c1ccc(Cl)cc1)CS(=O)(=O)C2)c1ccc2c(c1)OCO2 | -0.1 | 9.4 | -3.2 | -0.5 | 0.2 | 10.0 | 10.9 | 9.0 | 7.0%
19 | CC(C)Cc1ccc(S(=O)(=O)N2CCN(C(=O)c3ccco3)CC2)cc1 | 0.1 | 15.0 | -21.4 | -1.8 | -2.6 | -9.6 | 13.1 | 4.1 | 6.0%
20 | COc1ccc(C2=NOC(C(=O)Nc3cc(Br)ccc3O)C2)cc1OC (centres undefined) | 1.0 | 22.6 | -13.2 | -7.6 | 2.3 | -12.4 | 10.0 | 36.9* | 4.0%
21 | CCCOC(=O)Nc1cc(OC)c(Cl)cc1OC | -0.5 | -0.3 | -17.9 | 0.1 | -1.3 | -6.4 | 5.8 | 1.3 | 4.0%
22 | O=C(CN1C2CCC1CC(NC(=O)C1CC1)C2)NCc1ccccc1 (centres undefined) | -1.3 | -5.7 | -8.7 | -1.1 | 0.8 | 6.8 | -13.0 | 1.2 | 3.0%
23 | CCn1cc(C(=O)NCc2ccco2)c(=O)c2cc(S(=O)(=O)N3CCC(C)CC3)ccc21 | -0.5 | 44.5 | -5.7 | 1.3 | 0.6 | 3.4 | -19.9 | -5.2 | 7.0%
24 | COc1cc(C(=O)O)cc(Br)c1OC1CCCC1 | -1.2 | 26.7 | -14.9 | -2.2 | -3.5 | -8.4 | 18.3 | 8.5 | 10.0%
25 | CCOC(=O)C1[C@H]2C(=O)N(CCCOC)C[C@]23C=C[C@H]1O3 (some centres undefined) | 0.5 | -29.6 | -21.9 | 4.5 | -0.4 | 4.5 | -7.0 | 2.5 | 2.0%
26 | CCOC(=O)C(NC(C)=O)(OCc1ccc(F)cc1)C(F)(F)F (centres undefined) | 0.2 | -12.1 | -13.9 | -3.5 | -1.2 | -10.8 | 3.0 | 1.2 | 2.0%
27 | CC1(C)CC(=O)C2=C(C1)N(CC1CCCO1)C(=O)C2(NC(=O)c1cccnc1)C(F)(F)F (centres undefined) | 2.0 | -11.6 | 19.5 | 3.7 | -3.4 | 12.8 | -4.0 | 1.9 | 7.0%
28 | CC(=O)Nc1ccc(NC(=O)c2c(C)nc3ccccn23)cc1 | 0.4 | -6.5 | -19.8 | 3.7 | -1.5 | 5.3 | 0.3 | 0.6 | 9.0%
29 | C=CCn1c(N)c(C(=O)N2CCN(C)CC2)sc1=S | -0.3 | -13.0 | -0.1 | 3.7 | -1.5 | -5.2 | -0.8 | -1.1 | 5.0%
30 | CCc1c(C)nc2ncnn2c1N1CCC(C(=O)NCc2cccc(OC)c2)CC1 | 0.2 | -0.3 | 18.7 | 6.1 | 0.0 | -8.6 | -1.8 | 6.8 | 4.0%
31 | O=C(c1ccc(S(=O)(=O)N2CCOCC2)cc1)N1CCN=C1SCc1cccnc1 | -0.3 | -15.2 | -8.6 | -2.2 | 1.4 | 1.4 | -6.1 | 2.4 | 7.0%
32 | O=C(OC(C(=O)NCC1CCCO1)c1ccccn1)c1cccs1 (centres undefined) | -0.4 | -18.4 | -9.3 | 5.0 | -0.5 | 3.5 | 0.9 | -1.5 | 5.0%
33 | COc1ccc(OC)c(-c2nc3c(C)n[nH]c(=O)c3[nH]2)c1 | -1.1 | -6.2 | -16.6 | 0.1 | 1.8 | -27.6 | -7.0 | 8.3 | 3.0%
34 | CCOC(=O)Nc1cc(OC)c(OC)cc1Cc1nccc2cc(OC)c(OC)cc12 | 0.1 | 8.5 | -1.1 | -4.4 | -0.1 | 9.2 | -9.3 | 12.6 | 1.0%
35 | O=C1C(c2ccc(F)cc2)N(C2CCCCC2)C(=O)CN1C1CCCC1 (centres undefined) | -0.6 | -4.8 | 21.4 | -10.2 | 0.4 | -18.1 | 0.3 | 2.8 | 7.0%
36 | CCN1CCN(c2oc(-c3ccc(OC)cc3)nc2C#N)CC1 | -1.1 | -6.2 | -21.9 | -77.9[fluorescence artefact?] | -0.4 | -16.7 | 4.4 | 8.0 | 1.0%[fluoresces]
37 | CC(C)CN(C(=O)COC(=O)Cc1n[nH]c(=O)c2ccccc12)C1CCS(=O)(=O)C1 (centres undefined) | -1.3 | -15.2 | -11.5 | 7.3 | -0.8 | -6.9 | 8.2 | 18.7 | 4.0%
38 | CCSc1nc2c(c(=O)n1CC)SC(C)C2 (centres undefined) | 7.3 | -2.8 | -7.3 | -0.8 | -5.2 | -14.3 | -9.0 | 4.0 | 4.0%
39 | O=C(c1ccc(-c2cccc(C(F)(F)F)c2)o1)N1CCOCC1 | -0.2 | 17.8 | 29.7 | 4.6 | -2.0 | 12.8 | -10.4 | -4.2 | 1.0%
40 | CN1CCN(S(=O)(=O)c2ccc(=O)[nH]c2)CC1 | -0.1 | -18.6 | -7.5 | -7.8 | 0.1 | -5.7 | -6.5 | 7.8 | 10.0%
41 | COc1ccc(-c2noc(C3CCCN(C(=O)c4cccs4)C3)n2)cc1 (centres undefined) | 0.1 | 52.1 | 0.2 | -3.3 | -0.9 | 4.7 | -1.8 | -3.4 | 6.0%
42 | NC(=O)c1ccc(C2SCC(=O)N2Cc2ccccc2)cc1 (centres undefined) | 0.4 | -7.8 | 0.1 | 2.3 | -1.4 | -11.6 | -3.9 | 3.4 | 5.0%
43 | COC(=O)COc1ccc2c(=O)c(Oc3ccccc3)c(C)oc2c1 | -0.6 | -5.9 | 2.0 | -1.6 | 2.9 | -0.6 | 12.0 | 6.2 | 4.0%
44 | O=C(Cc1cscn1)c1ccc(O)cc1O | -0.1 | 7.4 | -18.2 | 0.2 | 1.6 | -2.4 | . | -4.8 | 4.0%
45 | CC1(C(=O)O)CCC(C(=O)N2CCOCC2)C1(C)C (centres undefined) | 1.0 | -16.8 | -8.1 | 1.1 | -2.7 | 3.6 | -5.9 | -9.0 | 5.0%
46 | CCOC(=O)C1CCN(C(c2cccc(F)c2)c2sc3nc(C)nn3c2O)CC1 (centres undefined) | -0.1 | -5.5 | 7.3 | 1.0 | 1.2 | -3.4 | 12.5 | -1.1 | 3.0%
47 | Cc1ccc(C2C3=C(CC(C)(C)CC3=O)NC3=C2C(=O)CC(C)(C)C3)o1 | -0.2 | -10.1 | -0.8 | -1.2 | -2.5 | 4.0 | -4.4 | -4.6 | 9.0%
48 | O=C(COC(=O)c1ccccn1)Nc1nccs1 | 0.9 | -5.8 | -8.9 | 1.4 | -3.6 | -16.8 | -2.5 | -8.6 | 3.0%

One compound at a time, as listed above. Order of screens: HTR1E agonist	tolC growth inh	RORA act	MMP-13 inhibitor	HTR1A agonist	SF1 activator	5-HT1A blocker	HTR1E antagonist	NADH enzymes
Profile of COC(=O)COc1ccc2c(=O)c(Oc3ccccc3)c(C)oc2c1 → -0.6	-5.9	2.0	-1.6	2.9	-0.6	12.0	6.2	4.0%
Profile of O=C(COC(=O)c1ccccn1)Nc1nccs1 → 0.9	-5.8	-8.9	1.4	-3.6	-16.8	-2.5	-8.6	3.0%
Profile of Cc1ccc(C2C3=C(CC(C)(C)CC3=O)NC3=C2C(=O)CC(C)(C)C3)o1 → -0.2	-10.1	-0.8	-1.2	-2.5	4.0	-4.4	-4.6	9.0%
Profile of COc1ccc(-c2noc(C3CCCN(C(=O)c4cccs4)C3)n2)cc1 (centres undefined) → 0.1	52.1	0.2	-3.3	-0.9	4.7	-1.8	-3.4	6.0%
